High-throughput results (PubChem BioAssay)
HADH2 inhib: HADH2 (human) dehydrogenase inhibition | Q99714 | recombinant HADH2, NADH fluorescence, beta-hydroxybutyryl-CoA | Potency, µM (highest dose often 57.1 µM), for inactives: at the highest dose activity change, negative = inhibition, actives largely listed as inhibitors | 3.4% of 73,000 active | AID 886; note: potency is the fitted concentration of half-maximal effect; % is set by controls: 0 for no effect and ±100 for the full control effect; nearly all actives have a fitted effect of over 60% in size; many of its hits are not listed in these tables
Target sequence (Q99714 whole entry, looked up, one chain of several): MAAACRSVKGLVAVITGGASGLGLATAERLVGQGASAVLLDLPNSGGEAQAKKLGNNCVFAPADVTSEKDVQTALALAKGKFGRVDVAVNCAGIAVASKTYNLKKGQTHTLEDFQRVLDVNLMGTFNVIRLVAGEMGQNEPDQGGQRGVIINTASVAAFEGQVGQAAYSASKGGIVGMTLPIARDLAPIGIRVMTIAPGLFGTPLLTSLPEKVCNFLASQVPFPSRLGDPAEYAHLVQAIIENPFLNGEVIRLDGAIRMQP
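Buffer 100 mM Tris-HCl pH 9.0/0.01% Tween-20; HADH2 20 nM; NAD+ 1 mM; beta-hydroxybutyryl-CoA 90 uM (all final). 15 min cpd preincubation, RT.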
Pol III holo inh: inhibitors of bacterial DNA polymerase III holoenzyme; reconstituted DNA polymerase III holoenzyme replication, biochemical; 0.25% of 71,000 active; Potency, µM (doses to about 57.1 µM), for the others: top-dose activity change, negative = inhibition; note: potency is the fitted concentration of half-maximal effect; % is set by controls: 0 for no effect and ±100 for the full control effect
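Reconstituted *E. coli* holoenzyme (0.35 nM Pol III, 1 nM beta, 154 nM SSB, 2 nM primase) was preincubated with compound for 15 min at RT. Synthesis on 1.4 nM ssM13Gori ran 35 min, then was stopped with PicoGreen/EDTA and read as dsDNA fluorescence.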
Tau fil binding: binds recombinant human tau filaments; recombinant tau filaments, thioflavin S fluorescence, 15 h; filaments grown with octadecylsulfate alongside compound; Potency, µM (top dose mostly 57.1 µM), inactives show top-dose activity change, negative = inhibition; P10636; 2% of 71,000 active; AID 596;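 note: potency is the fitted concentration of half-maximal effect; % is set by controls: 0 for no effect and ±100 for the full control effect; actives lower thioflavin S fluorescence by blocking filaments or displacing dye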
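Thioflavine S fluorescence (ex 450, em 510 nm) reports filaments formed from 1 uM human tau plus 30 uM ODS over 15 h at 37 C (10 mM HEPES pH 7.4, 100 mM NaCl, 5 mM DTT); compounds displacing dye or blocking filaments lower signal.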
FLuc inh: inhibitors of firefly luciferase; purified firefly luciferase, luminescence, 8 min; Potency, µM (highest dose often 57.1 µM), without a hit: at the top dose activity change, negative = inhibition, hits mostly inhibitors; 2.2% of 72,000 active; AID 411; note: potency is the fitted concentration of half-maximal effect; % is set by controls: 0 for no effect and ±100 for the full control effect; nearly all actives have a fitted effect of over 40% in size
Target sequence (P08659 whole entry, looked up): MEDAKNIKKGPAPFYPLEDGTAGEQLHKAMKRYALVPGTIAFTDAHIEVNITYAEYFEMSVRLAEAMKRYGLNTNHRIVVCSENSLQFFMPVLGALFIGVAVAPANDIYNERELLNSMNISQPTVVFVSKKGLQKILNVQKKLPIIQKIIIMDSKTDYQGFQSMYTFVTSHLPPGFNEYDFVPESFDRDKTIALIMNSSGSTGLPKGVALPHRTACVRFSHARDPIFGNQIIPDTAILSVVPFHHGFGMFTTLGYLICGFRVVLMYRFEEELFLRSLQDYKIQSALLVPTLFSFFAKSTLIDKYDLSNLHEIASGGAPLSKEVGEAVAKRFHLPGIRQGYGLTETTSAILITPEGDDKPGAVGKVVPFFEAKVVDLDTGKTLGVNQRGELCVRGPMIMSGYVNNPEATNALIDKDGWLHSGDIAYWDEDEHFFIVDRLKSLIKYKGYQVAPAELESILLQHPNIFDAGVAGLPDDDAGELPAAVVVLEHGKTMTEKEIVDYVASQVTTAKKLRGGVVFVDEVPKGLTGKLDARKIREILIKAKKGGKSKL
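Inhibition of light generation by firefly luciferase from ATP and luciferin was profiled with concentration-response curves per sample, ATP held at 10 uM within the enzyme's linear range. Plates were read by luminescence after an 8-minute ambient incubation.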
Hsp90 Hop PPI: changes Hsp90-Hop TPR2A binding signal, up or down; 0.44% of 71,000 active; Potency, µM (highest dose often 57 µM), for inactives: at the highest dose activity change, negative = inhibition; AlphaScreen TPR2A-His6 binding biotin-Hsp90 C-terminal peptide; active = well fitted curve in either direction with a large enough effect; inconclusive = small, poorly fitted or top-dose-only effect, or another doubt; note: potency is the fitted concentration of half-maximal effect; % is set by controls: 0 for no effect and ±100 for the full control effect; many of its hits are not listed in these tables
GFP derepression: epigenetic modulators derepressing GFP locus in mouse cells; mouse C127i GFP locus derepression, cytometry, 30 h; Potency, µM (doses to about 46.1 µM), for the others: at the highest dose GFP derepression (activation); 0.09% of 68,000 active; AID 597; note: % of control where 0% means no effect
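Derepression screen: silenced CMV-GFP reporter in murine C127i cells, 30 h compound incubation at 37 C, washed cells imaged by laser-scanning cytometer to enumerate GFP-expressing objects of 20 to 120 um.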
ERK AVP block: vasopressin-driven ERK pathway inhibition | AID 995 | 0.99% of 72,000 active | Potency, µM (top dose mostly 57.5 µM), without a hit: top-dose activity, negative = inhibition, most hits filed as inhibitors | HEK293-V1b, vasopressin-stimulated pERK AlphaScreen; note: potency is the fitted concentration of half-maximal effect; % is set by controls: 0 for no effect and ±100 for the full control effect; nearly all actives have a fitted effect of over 55% in size
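HEK293 cells stably expressing V1b receptor, seeded overnight in 1% FBS, were treated with compounds for 30 min at 37C, then stimulated 5 min with 25 nM vasopressin; phospho-ERK read by AlphaScreen SureFire after lysis.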
UbGFP stabilizer: ubiquitin-GFP accumulation via proteasome inhibition; Potency, µM (doses to about 45.9 µM), inactives show top-dose activation (GFP accumulation), actives largely listed as activators; Ubiquitin-GFP reporter cells, proteasome inhibition, GFP fluorescence; response scale: untreated = 0%, 10 µM MG-132 = 100%; 67,000 tested, under 10 active; AID 526; active = well fitted activation curve with a large enough effect, not every such curve was filed as active; inconclusive = small, poorly fitted or top-dose-only effect, or another doubt; inactive = no such curve, though single readings can be large or run the other way; note: potency is the fitted concentration of half-maximal effect
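GFP accumulation read-out: laser plate cytometry counting ubiquitin(G76V)-GFP-expressing U2OS cells after 4 hr compound exposure at 37 °C. Titrations spanned 46 uM to 2.9 nM; 0% = basal, 100% = 10 uM MG-132; concentration-response curves fitted.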
HBB splicing: modulators of hemoglobin beta chain splicing. HBB splicing reporter cell assay, activation; EGFP reporter with mutant IVS2-654 intron; response scale: normalised to 500 nM splice-correcting PNA. Potency, µM (series often up to 46.1 µM), for inactives: at the highest dose activation, hits mostly activators. 0.06% of 65,000 active. AID 925; note: potency is the fitted concentration of half-maximal effect; 0% is about no effect
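HeLa cells stably expressing EGFP interrupted by mutant beta-globin intron 2 (IVS2-654), 500/well in 2% FCS. Treated with compound for 2 days at 37C. Splicing correction scored as total well GFP intensity (488 nm excitation, 500-520 nm emission); 500 nM antisense PNA served as control.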
CRE Fsk mod: alters forskolin-stimulated CRE reporter signaling in CHO cells. CHO CRE-bla reporter (cAMP response element driving beta-lactamase), forskolin EC10, beta-lactamase ratio. Potency, µM (titrated, usually from 38.2 µM), inactives show top-dose activity change, negative = inhibition, actives largely listed as activators. 2.5% of 71,000 active. AID 662; active = well fitted activation curve with a large enough effect in the signal ratio, with a control signal flat, not every such curve was filed as active; inconclusive = small, poorly fitted or top-dose-only effect, or effect the other way, or a change in a side signal; the % refers to the signal ratio; note: potency is the fitted concentration of half-maximal effect; % of control where 0% means no effect
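CRE-bla CHO cells stimulated with EC10 NKH 477 (water-soluble forskolin) and compound titrations, 3 h at 37C; beta-lactamase read with CCF4 after 2 h at room temperature. Activity from 460/530 nm emission ratio, AC50 values for positive or negative modulation.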
ALOX15 inhib: inhibitors of human 15-lipoxygenase (ALOX15). 1.4% of 74,000 active. P16050. AID 887. purified 15hLO-1, xylenol orange hydroperoxide absorbance. Potency, µM (series often up to 57.1 µM), without a hit: top-dose activity change, negative = inhibition, most hits filed as inhibitors; note: potency is the fitted concentration of half-maximal effect; % is set by controls: 0 for no effect and ±100 for the full control effect; nearly all actives have a fitted effect of over 55% in size
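Hydroperoxide formed from arachidonic acid (50 uM) by purified human 15hLO-1 (40 nM) oxidizes ferrous iron, and the ferric-xylenol orange complex is read at 573 versus 405 nm. Compounds were preincubated 15 min; reaction ran 6 min at room temperature.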
The depositor's hits bear a star; [ ] = another dose, or the depositor's remark. Unless noted, calls come from the whole dose curve; as a rule, active = well fitted curve in the direction sought with a large enough effect; inconclusive = small, poorly fitted or top-dose-only effect, or another doubt; inactive = no such curve, though single readings can be large; an effect the other way counts as inactive or inconclusive.

For CN(C1CCCCC1)S(=O)(=O)c1ccc(NC(=O)C2CCCCC2C(=O)O)cc1 (centres undefined) the results were HADH2 inhib 4%, Pol III holo inh -5%, Tau fil binding 25%, FLuc inh 2%, Hsp90 Hop PPI -7%, GFP derepression -3%, ERK AVP block 1%, UbGFP stabilizer -2%, HBB splicing -1.3%, CRE Fsk mod -2% and ALOX15 inhib 1%.
Screening CCOC(=O)c1sc2nc(CSCC(=O)OCc3ccc(C(=O)OC)o3)[nH]c(=O)c2c1C returned HADH2 inhib 111%[activator], Pol III holo inh -1%, Tau fil binding -5%, FLuc inh 1%, Hsp90 Hop PPI -9%, GFP derepression -2%, ERK AVP block inconclusive, UbGFP stabilizer -3%, HBB splicing -2.8%, CRE Fsk mod 0% and ALOX15 inhib -18%.
`COC(=O)CCCC(=O)Nc1c(F)c(F)c(F)c(F)c1F` gave HADH2 inhib 5%, Pol III holo inh 4%, Tau fil binding -8%, FLuc inh 1%, Hsp90 Hop PPI 0%, GFP derepression -2%, ERK AVP block 10%, UbGFP stabilizer -1%, HBB splicing -0.7%[9.22 µM], CRE Fsk mod 0% and ALOX15 inhib 11%.
For CC(C)C(=O)Nc1ccc(NC(=O)c2ccccc2Cl)nc1 the results were HADH2 inhib 11%, Pol III holo inh -1%, Tau fil binding -3%, FLuc inh inconclusive, Hsp90 Hop PPI -4%, GFP derepression -2%, ERK AVP block 16%, UbGFP stabilizer 1%, HBB splicing -2.7%, CRE Fsk mod 13% and ALOX15 inhib 1%.
For O=C1C2CC=CCC2C(=O)N1CC(=O)N(Cc1ccccc1)C1CCS(=O)(=O)C1 (centres undefined) the results were HADH2 inhib 9%, Pol III holo inh -1%, Tau fil binding 3%, FLuc inh 1%, Hsp90 Hop PPI 2%, GFP derepression 1%, ERK AVP block -1%, UbGFP stabilizer -1%, HBB splicing 0.4%[57.5 µM], CRE Fsk mod -8% and ALOX15 inhib 7%.
For CCOC(=O)Cc1nnc(NC(=O)C(CC)Sc2nnc3c4ccccc4n(C)c3n2)s1 (centres undefined) the results were HADH2 inhib 7%, Pol III holo inh -4%, Tau fil binding -23%, FLuc inh 0%, Hsp90 Hop PPI -2%, GFP derepression -1%, ERK AVP block inconclusive, UbGFP stabilizer 0%, HBB splicing -0.6%, CRE Fsk mod 13µM* and ALOX15 inhib 7%.
O=C(O)Cn1cc(C(=O)c2cccs2)c2ccccc21 was read as HADH2 inhib -15%, Pol III holo inh -3%, Tau fil binding 0%, FLuc inh -3%, Hsp90 Hop PPI -2%, GFP derepression 0%, ERK AVP block -16%, UbGFP stabilizer 2%, HBB splicing 0.6%, CRE Fsk mod -7% and ALOX15 inhib -9%.
Screening CCOc1ccc(S(=O)(=O)NCCC(=O)NC2=NCCS2)cc1 returned HADH2 inhib -8%, Pol III holo inh -6%, Tau fil binding 5%, FLuc inh 3%, Hsp90 Hop PPI -1%, GFP derepression 0%, ERK AVP block 6%, UbGFP stabilizer 5%, HBB splicing -2.5%, CRE Fsk mod inconclusive and ALOX15 inhib 7%.
Screening CN1CCN(c2ncc3nc(-c4cn(C)c5ccccc45)c(=O)n(C[C@H]4CCCO4)c3n2)CC1 returned HADH2 inhib -2%, Pol III holo inh 1%, Tau fil binding inactive, FLuc inh 2%[11.4 µM], Hsp90 Hop PPI 8%, GFP derepression 8%[9.22 µM], ERK AVP block 26%, UbGFP stabilizer 5%, HBB splicing 3.6%, CRE Fsk mod inconclusive and ALOX15 inhib -8%.
O=C(Cn1cnc2c(cnn2-c2ccccc2)c1=O)N1CCCc2ccccc21 was read as HADH2 inhib 21%, Pol III holo inh -6%, Tau fil binding 12%, FLuc inh -1%, Hsp90 Hop PPI -3%, GFP derepression -2%, ERK AVP block 13%[11.5 µM], UbGFP stabilizer 2%, CRE Fsk mod -12% and ALOX15 inhib inconclusive.
Screening CCN1CCN(Cc2ccc(NC(=O)CC3Oc4ccc(C)cc4NC3=O)cc2)CC1 (centres undefined) returned HADH2 inhib -3%, Pol III holo inh -1%, Tau fil binding 28%, FLuc inh 1%, Hsp90 Hop PPI -2%, GFP derepression -2%, ERK AVP block -2%, UbGFP stabilizer 3%, HBB splicing 0.6%, CRE Fsk mod -16% and ALOX15 inhib 2%.
COC(=O)C/C=C\[C@@H](C)[C@@H](/C=N\O[C@@H](C)CN1CCCc2nc(C)c(C)cc21)NS(=O)(=O)c1ccc(C)cc1 was read as HADH2 inhib 7%[11.4 µM], FLuc inh 0%[11.4 µM], ERK AVP block 2%[11.5 µM], HBB splicing 2.2%[9.22 µM] and ALOX15 inhib 5%[11.4 µM].
`CCCOC(=O)CSc1nnc(-c2ccc(Cl)cc2Cl)o1` gave HADH2 inhib -6%, Pol III holo inh -2%, Tau fil binding 8%, FLuc inh -8%, Hsp90 Hop PPI 23%, GFP derepression 0%, ERK AVP block -9%, UbGFP stabilizer -3%, CRE Fsk mod 0% and ALOX15 inhib -26%.
For CC1=C(C(=O)NC(C)C)C2(CCC(C)CC2)OC1=O (centres undefined) the results were HADH2 inhib 9%, Pol III holo inh -9%, Tau fil binding -4%, FLuc inh 3%, Hsp90 Hop PPI -4%[2.3 µM], ERK AVP block -7%, UbGFP stabilizer 6%, HBB splicing -0.5%, CRE Fsk mod -3% and ALOX15 inhib -3%.
`Cc1cc(C(=O)N2CCN(c3ncccn3)CC2)c2cc(F)ccc2n1` gave HADH2 inhib 14%, Pol III holo inh -1%, Tau fil binding 8%, FLuc inh 2%, Hsp90 Hop PPI 1%, GFP derepression 5%, ERK AVP block 2%, UbGFP stabilizer -1%, HBB splicing -0.3%[57.5 µM], CRE Fsk mod -5% and ALOX15 inhib 3%.
`O=CN(CCN(C=O)CN1CCCCC1)CN1CCCCC1` gave HADH2 inhib -6%, Pol III holo inh -3%, Tau fil binding 7%, FLuc inh 1%, Hsp90 Hop PPI -3%, GFP derepression -2%, ERK AVP block 0%, UbGFP stabilizer 6%, HBB splicing 1.3%, CRE Fsk mod 6% and ALOX15 inhib -2%.
For COc1ccc(NCc2n[nH]nc2-c2ccccc2)cc1Cl the results were HADH2 inhib -8%, Pol III holo inh -3%, Tau fil binding inconclusive, FLuc inh -2%, Hsp90 Hop PPI -17%, GFP derepression 0%, ERK AVP block -15%, UbGFP stabilizer 25%, HBB splicing -0.6%, CRE Fsk mod inconclusive and ALOX15 inhib 13%.
CC(=O)NCCNc1ncncc1-c1ccccc1CN(C)C was read as HADH2 inhib 20%, Pol III holo inh -2%, Tau fil binding 3%, FLuc inh 0%[2.29 µM], Hsp90 Hop PPI 2%, GFP derepression 0%[9.22 µM], ERK AVP block -3%, UbGFP stabilizer 0%, HBB splicing 2.2%, CRE Fsk mod -3% and ALOX15 inhib 16%.
COc1cc(C2c3c(oc4ccccc4c3=O)C(=O)N2Cc2ccncc2)ccc1O (centres undefined) was read as HADH2 inhib inconclusive, Pol III holo inh -16%, Tau fil binding 2%, FLuc inh 2%, Hsp90 Hop PPI -1%, GFP derepression 4%, ERK AVP block -20%, UbGFP stabilizer 0%, HBB splicing 0.5%[0.369 µM], CRE Fsk mod 9% and ALOX15 inhib 5%.
`Cc1cc(C(=O)COc2cccc(-n3cnnn3)c2)c(C)n1-c1ccccc1` gave HADH2 inhib 13%, Pol III holo inh -5%, Tau fil binding 11%, FLuc inh 13µM*, Hsp90 Hop PPI -5%, GFP derepression -1%, ERK AVP block 11%, UbGFP stabilizer 4%, HBB splicing -4.0%, CRE Fsk mod 13% and ALOX15 inhib -14%.

A portion of the library; rates above refer to the full screens.
